From PubChem
MrgX1 agonist: human MrgX1 receptor agonism, primary screen. Q96LB2. MrgX1-HEK293 cells, Fluo-4 calcium fluorescence, agonist mode; hits give high values. B-score at 10 µM. actives 0.44% (n = 310,000). AID 588627;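 active = calcium response B-score plate-corrected fluorescence ratio at least 3 library SD, with starting fluorescence B-score inside 5 SD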
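Test system: HEK293 cells stably expressing human MrgX1 receptor; amount: 15,000 cells per well; doses: compound delivered in addition one of three; times: overnight plating before 1 h dye loading; detection: Fluo-4 NW calcium-flux fluorescence, kinetic read; read-out basis: B-scored fluorescence response ratio; controls: positive and negative controls per plate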
TRPC6 inh: blocks the mouse TRPC6 cation channel; Q61143; HEK293-TRPC6, membrane potential dye, ACh-evoked depolarization; hits give low values; B-score at 10 µM; actives 1.1% (n = 310,000);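 active = B-score under library mean minus 3 SD, initial fluorescence not abnormally high, positive integrated signal ratio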;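 also: B-score derived from integrated fluorescence ratio over the kinetic read; more negative B-score means stronger inhibition of depolarization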
Target sequence (Q61143 whole entry, looked up): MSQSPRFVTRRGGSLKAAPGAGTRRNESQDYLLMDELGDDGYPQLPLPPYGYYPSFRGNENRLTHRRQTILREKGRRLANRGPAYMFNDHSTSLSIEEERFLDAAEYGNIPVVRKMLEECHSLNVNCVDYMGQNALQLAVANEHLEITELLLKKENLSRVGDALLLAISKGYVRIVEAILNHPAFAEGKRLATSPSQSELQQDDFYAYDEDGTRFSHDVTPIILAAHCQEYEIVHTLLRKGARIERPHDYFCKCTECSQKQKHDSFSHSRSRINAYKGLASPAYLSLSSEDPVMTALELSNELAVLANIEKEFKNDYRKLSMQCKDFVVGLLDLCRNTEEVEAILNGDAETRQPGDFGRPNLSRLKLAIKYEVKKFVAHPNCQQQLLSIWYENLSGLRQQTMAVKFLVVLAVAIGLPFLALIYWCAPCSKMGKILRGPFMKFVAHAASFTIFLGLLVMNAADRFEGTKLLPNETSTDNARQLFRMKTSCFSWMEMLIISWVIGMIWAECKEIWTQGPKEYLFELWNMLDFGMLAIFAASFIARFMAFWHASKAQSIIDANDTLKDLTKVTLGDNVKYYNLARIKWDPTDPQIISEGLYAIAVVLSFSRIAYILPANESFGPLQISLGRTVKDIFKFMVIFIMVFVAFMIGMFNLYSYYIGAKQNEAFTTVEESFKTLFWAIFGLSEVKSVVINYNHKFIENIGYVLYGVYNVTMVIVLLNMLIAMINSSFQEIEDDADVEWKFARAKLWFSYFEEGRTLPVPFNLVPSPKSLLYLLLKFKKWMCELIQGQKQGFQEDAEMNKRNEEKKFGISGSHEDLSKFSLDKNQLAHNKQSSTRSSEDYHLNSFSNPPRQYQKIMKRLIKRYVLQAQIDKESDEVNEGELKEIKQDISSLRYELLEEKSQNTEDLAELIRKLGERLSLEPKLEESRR
HIF activator: HIF pathway transcriptional activation; U2OS HRE-luciferase reporter, luminescence; normalized: DMSO 0%, desferrioxamine 100%; activation, % at 7.5 µM (by protocol); actives 0.32% (n = 300,000); AID 1910;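 active = mean activation of at least 10% of the iron chelator positive control signal, with at least half of replicates also reaching 10%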
TRPC4 inh: inhibitors of mouse TRPC4 channel; Q9QUQ5; HEK293 TRPC4beta/mu-opioid, DAMGO-evoked Fluo4 calcium flux; hits give low values; B-score at 10 µM; actives 0.39% (n = 300,000); AID 2247;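 active = B-score over 3 SD under the library average, no early fluorescence shift, positive overall ratio signal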
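Assay system – HEK293 line stably carrying TRPC4beta and mu-opioid receptor · Doses – single dose · Detection – Fluo4 calcium-dye fluorescence, kinetic read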
PolyA inhibitor: blocks polyadenylation in yeast reporter cells; S. cerevisiae SKY197-pL101 polyadenylation reporter, beta-gal luminescence; efflux-impaired pdr1/pdr3 knockout yeast; score 100 = 6 SD above DMSO; calls only at 12 µM; actives 0.02% (n = 300,000);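 active = lowest replicate activity score at least 50, where 100 means six control SD above control mean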;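 also: yeast exposed to compound for 9 h at 30 °C; higher score means more reporter readthrough which indicates perturbed polyadenylation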
TRPC4 PAM: allosteric potentiators of mouse TRPC4 channel. Q9QUQ5. actives 0.42% (n = 310,000). B-score at 10 µM. HEK293 TRPC4beta/mu-opioid, DAMGO EC20, Fluo-4 Ca2+ flux; hits give high values;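 active = B-score of calcium response area above 5 SD of library B-scores, with initial fluorescence ratio within 5 SD of library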;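 also: B-score of integrated fluorescence ratio over time as area under calcium response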
TRPC4 agonist: TRPC4 (mouse) channel activation | Q9QUQ5 | HEK293 TRPC4beta/mu-opioid, Fluo4 calcium fluorescence; hits give high values | B-score at 10 µM | actives 0.49% (n = 310,000);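 active = B-score above 5 SD of library B-scores, and initial fluorescence ratio not above library mean plus 5 SD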;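 also: positive B-score marks a calcium rise read as TRPC4 activation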
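Technique: kinetic Fluo4 calcium fluorescence; Test system: TRPC4beta and mu-opioid receptor HEK293 stable cells; Measure: B-scored integrated calcium fluorescence ratio; Benchmarks: low control buffer alone, high control maximal DAMGO; Schedule: 45 min room-temperature Fluo4 loading, 110 s read.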
TRPC6 activator: activates the mouse TRPC6 cation channel; HEK293-TRPC6 membrane potential dye fluorescence; hits give high values; actives 0.13% (n = 310,000); B-score at 10 µM;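 active = B-score of the integrated fluorescence ratio above library mean plus 3 SD, and starting fluorescence ratio within library mean plus 5 SD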;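 also: higher score means more depolarization so channel activation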
MrgX1 antag: antagonists of human MrgX1 receptor; actives 1.3% (n = 310,000); Q96LB2; B-score at 10 µM; AID 588676; MRGX1-HEK293 calcium flux, Fluo-4, BAM8-22 antagonism; hits give low values;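 active = calcium-response B-score plate-corrected more than 3 library SD below zero, starting fluorescence within 5 deviations, no agonist response on first addition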;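 also: peak minus trough fluorescence over baseline after final BAM8-22 challenge near maximal dose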
MrgX1 PAM: allosterically activates human MrgX1 receptor signaling; actives 0.63% (n = 310,000); MrgX1-HEK293, Fluo-4 calcium flux, FDSS; hits give high values; AID 588675; B-score at 10 µM; Q96LB2;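 active = plate-corrected calcium response at least 3 library SD above typical, normal starting fluorescence, not activating the receptor alone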;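 also: compound read alongside a low EC10 to EC30 dose of BAM8-22 agonist; peak minus trough fluorescence over baseline measured at the second addition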
AI-2 QS modul: Vibrio harveyi AI-2 quorum sensing modulation; actives 0.4% (n = 300,000); Vibrio harveyi JMH597 AI-2 luminescence/OD600 ratio, 9 h; hits give low values; strain lacks LuxN and CqsS sensors; 0 = neutral-control median; AID 2094; activity change, % at 7.5 µM; in the data active = activity change below about -75%, passing the limit was not always enough;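 also: luminescence divided by OD600 gain over 9 h not by final OD600 alone; inactives centre near 13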
Active calls of the source: *; i = inactive; / = not tested or not shown. This is a subset, so the mix of outcomes need not match the whole.

Results follow in this order: MrgX1 agonist, TRPC6 inh, HIF activator, TRPC4 inh, PolyA inhibitor, TRPC4 PAM, TRPC4 agonist, TRPC6 activator, MrgX1 antag, MrgX1 PAM, AI-2 QS modul
- COc1ccc(CCC(=O)Nc2ccc(C)c(S(=O)(=O)N(C)C)c2)cc1OC
    i, i, 0.6, i, i, i, i, i, i, i, 14
- O=C(CCCSc1nnc(-c2cccs2)n1CC1CCCO1)c1ccccc1 (stereo unspecified)
    i, -5.2*, -0.5, i, i, i, i, i, i, i, 1
- COCCN(C(=O)CCC(=O)Nc1ccccn1)C(C(=O)NC(C)C)c1ccc(C)cc1 (stereo unspecified)
    i, i, 1.4, i, i, i, i, i, i, i, 1
- COCCn1c(=O)[nH]c2cc(C(=O)NC3CCCCCC3)ccc2c1=O
    i, i, 0.0, i, i, i, i, i, i, i, 5
- COc1ccc(C2=C(N)c3ccccc3C2=O)cc1
    i, i, -0.4, i, i, i, i, i, i, i, 7
- COc1ccc(CN(CC(=O)NCc2ccccc2)C(=O)CCC(=O)Nc2ccccn2)cc1
    i, i, 0.4, i, i, i, i, i, i, i, 0
- COc1ccc(C2C(=O)N(C3CCCCC3)CC(=O)N2CCc2ccccc2)cc1OC (stereo unspecified)
    i, i, -0.7, i, i, i, i, i, i, i, 13
- CCCn1c(=O)[nH]c(=O)c2c1nc(-c1ccc(OC(F)(F)C(F)C(F)(F)F)cc1)n2CCOC (stereo unspecified)
    i, i, 0.2, i, i, i, i, i, i, i, 12
- Cc1c(C=O)c2ccccc2n1CC(=O)NC(C)c1ccccc1 (stereo unspecified)
    i, i, 0.0, i, i, i, i, i, i, i, 22
- CC1CCCN(c2ccc([N+](=O)[O-])s2)C1 (stereo unspecified)
    /, i, -0.4, i, i, i, i, i, /, /, 13
- Cc1cccc(C)c1NC(=O)CC1SC2=NCCN2C1=O (stereo unspecified)
    i, i, 0.5, i, i, i, i, i, i, i, 9
- CCC1(c2ccc(F)cc2)NC(=O)N(CC(=O)Nc2ccc(-c3nc4ccc(C)cc4s3)cc2)C1=O (stereo unspecified)
    i, i, -0.1, i, i, i, i, i, i, i, 23
- CCOc1cc(/C=C\c2nc(O)c([N+](=O)[O-])c(=O)[nH]2)ccc1OC(C)C
    i, i, -5.7, i, i, i, i, i, i, i, -1
- C/C(CCc1ccc2c(c1)OCO2)=N\N=C(/N)SC1CC(=O)N(c2ccccc2F)C1=O (stereo unspecified)
    i, i, -0.4, i, i, i, i, i, i, i, 25
- COc1ccc(CCC(=O)NCCOc2ccc(Cl)cc2)cc1
    i, i, 0.0, i, i, i, i, i, i, i, 1
- COc1cccc(NC(=S)NNC(=O)C(C)n2nc(C)c([N+](=O)[O-])c2C)c1 (stereo unspecified)
    i, i, 0.1, i, i, i, i, i, i, i, 22
- COc1ccc(CSc2nc(N3CCOCC3)c3c(c2C#N)CC(C)(C)OC3)cc1
    i, i, /, i, i, i, i, i, i, i, 11
- CC1Sc2ccc(C(=O)Nc3ccccc3OC(F)F)cc2NC1=O (stereo unspecified)
    i, i, 1.9, i, i, i, i, i, i, i, 24
- Cc1cccc(-c2nnc(SCC#N)n2C)c1
    i, i, -0.1, i, i, i, i, i, i, i, 5
- O=C(CSc1nnc(Cn2c(=O)sc3ccccc32)n1CCc1ccccc1)N1CCCC1
    i, i, 0.1, i, i, i, i, i, i, i, 17

Results follow in this order: MrgX1 agonist, TRPC6 inh, HIF activator, TRPC4 inh, PolyA inhibitor, TRPC4 PAM, TRPC4 agonist, TRPC6 activator, MrgX1 antag, MrgX1 PAM, AI-2 QS modul
- C=CCNC(=O)C(=O)c1c(-c2ccccc2)[nH]c2ccccc12
    i, i, -0.1, i, i, i, i, i, i, i, 4
- CCOC(=O)c1c(C)[n+]([O-])c2ccc3c(non3O)c12
    i, i, 0.1, i, i, i, i, i, i, i, 4
- N#CC1=C(c2ccc(-c3ccccc3)cc2)COC1=O
    i, i, 0.2, i, i, i, i, i, i, i, 10
- O=C(Nc1nnc(-c2ccco2)s1)C1CC1
    i, i, 2.2, i, i, i, i, i, i, i, 10
- CC(NC(=O)C1CCCN(S(=O)(=O)N2CCOCC2)C1)c1ccccc1 (stereo unspecified)
    i, i, -0.6, i, i, i, i, i, i, i, 25
- COc1cccc(C2CC(c3cccs3)=NN2C(=S)Nc2ccccc2)c1OC (stereo unspecified)
    i, i, -0.2, /, i, i, i, i, i, i, 16
- CCc1ccc(/C(C)=N/NC(=O)c2c[nH]c3ccccc23)s1
    i, i, 1.2, i, i, i, i, i, i, i, -3
- Cc1ccccc1CSCC(=O)NCCSc1ccccn1
    i, i, 2.0, i, i, i, i, i, i, i, 9
- COc1ccc(CNC(=O)CC2C(=O)NCCN2CC(C)(C)C)c(OC)c1 (stereo unspecified)
    i, i, -0.2, i, i, i, i, i, i, i, 12
- CCc1ccc2nc(SCC(=O)Nc3ccccc3N3CCOCC3)c(C#N)cc2c1
    i, i, 0.3, i, i, i, i, i, i, i, -14
- COc1ccc(-c2noc(CSc3nc(-c4ccccc4)cc(=O)[nH]3)n2)cc1OC
    i, i, -0.1, i, i, i, i, i, i, i, 49
- N#Cc1ccccc1NC(=O)c1cc(=O)c2ccccc2o1
    i, i, 3.5, i, i, i, i, i, i, i, 10
- C=CCN=Cc1c(C)[nH]n(-c2ccccc2)c1=O
    i, i, 1.6, i, i, i, i, i, i, i, 26
- CCC(=O)NCCc1nc2cc(NC(=O)c3ccccc3OC)ccc2n1C
    i, i, 1.6, i, i, i, i, i, i, i, 4
- Cc1cc(C)c2c(N)c(C(=O)c3ccc(Cl)c(Cl)c3)sc2n1
    i, i, -0.3, i, i, i, i, i, i, i, 9
- Cc1ccc2nc(NCC(N)=O)nc(-c3ccccc3)c2c1
    i, i, -0.3, i, i, i, i, i, i, i, 3
- CCCCCn1c(CN2CCN(C(=O)OCC)CC2)nc2c1c(=O)n(C)c(=O)n2C
    i, i, 0.0, i, i, i, i, i, i, i, -1
- CCc1cc(C(=O)N=Nc2c(O)[nH]c3c(Br)cc(Br)cc23)c2ccccc2n1
    i, i, -0.3, i, i, i, i, i, i, i, -3
- COc1cc(/C=N/NC(=O)CCC(=O)Nc2ccc(Br)cc2)ccc1O
    i, i, -0.3, i, i, i, i, i, i, i, 23
- Cc1cc(C)cc(N(CC(=O)NCCSCc2ccco2)S(C)(=O)=O)c1
    i, i, -0.5, i, i, i, i, i, i, i, 5

Taken from above.
AI-2 QS modul with CC(NC(=O)C1CCCN(S(=O)(=O)N2CCOCC2)C1)c1ccccc1 (stereo unspecified) stands at 25
AI-2 QS modul with C=CCNC(=O)C(=O)c1c(-c2ccccc2)[nH]c2ccccc12 stands at 4

Further results.
Results follow in this order: MrgX1 agonist, TRPC6 inh, HIF activator, TRPC4 inh, PolyA inhibitor, TRPC4 PAM, TRPC4 agonist, TRPC6 activator, MrgX1 antag, MrgX1 PAM, AI-2 QS modul
- COc1cccc(/C=C2\SC(=O)N(CCC(=O)NNC(=O)c3cccc(Cl)c3)C2=O)c1
    i, i, 1.1, i, i, i, i, i, i, i, 10
- CN(Cc1cc([N+](=O)[O-])c2cccnc2c1O)C1CCCCC1
    i, i, 0.2, i, i, i, i, i, i, i, -5
- COc1ccccc1CN1CCCCCC1
    i, i, -1.1, i, i, i, i, i, i, i, 4
- O=C(NN1C(=O)C2C3C=CC(C3)C2C1=O)c1ccco1 (stereo unspecified)
    i, i, -0.2, i, i, i, i, i, -9.6*, i, 11
- O=C(CCS(=O)(=O)Cc1ccccc1)Nc1ncc([N+](=O)[O-])s1
    i, i, 3.1, i, i, i, i, i, i, i, 8
- O=C(NCCN1CCOCC1)C1CCN(c2ncnc3c2sc2cccc(F)c23)CC1
    i, i, -0.3, i, i, i, i, i, i, i, 10
- COc1ccccc1CN1C(=O)C(=O)N(Cc2cccc(C)c2)C1=O
    i, i, -0.2, i, i, i, i, i, i, i, 14
- O=C(Cc1ccsc1)Nc1cc(F)ccc1F
    i, i, -0.3, i, i, i, i, i, i, i, 17
- COc1ccc(/C=C/C(=O)NCC(=O)N/N=C/c2ccc(OC)cc2)cc1
    i, i, -0.2, i, i, i, i, i, i, i, 16
- Cc1ncc(CO)c(/C=N/NC(=O)c2cc3c(s2)CCCC3)c1O
    i, i, 22*, i, i, i, i, i, i, i, 43
- O=C1c2ccccc2C(O)(c2ccccc2)N1C1CC1 (stereo unspecified)
    i, i, 0.0, i, i, i, i, i, i, i, -3
- Cc1ccc(C)c(NC(=O)CN(C)C(=O)c2nn(C)c(=O)c3ccccc23)c1
    i, i, -0.5, i, i, i, i, i, i, i, 22
- CC1CCCCC1NC(=O)CSCC(=O)O (stereo unspecified)
    i, i, 0.4, i, i, i, i, i, i, i, 11
- CN1C(=O)CC(N2CCC(c3nc4ccccc4[nH]3)CC2)C1=O (stereo unspecified)
    i, i, -0.2, i, i, i, i, i, i, i, 20
- COc1ccc(CCNC(=O)c2c(C)nn(CC(C)C)c2Cl)cc1OC
    i, i, 0.3, i, i, i, i, i, i, i, 1
- CC1(C(=O)NCc2ccc(F)cc2)Oc2ccccc2NC1=O (stereo unspecified)
    i, i, -0.5, i, i, i, i, i, i, i, 23
- Cc1ccc(-n2cccc2/C=C2\C(=N)N3N=C(c4ccco4)SC3=NC2=O)cc1
    i, i, -0.3, i, /, i, i, i, i, i, 46
- COc1cc(/C=C/c2nc3ccccc3c(=O)[nH]2)cc(Br)c1O
    i, i, 2.1, i, i, i, i, i, i, i, /
- COc1ccccc1NS(=O)(=O)c1ccc(NC(=O)c2nc3nc(C)cc(C(F)F)n3n2)cc1
    i, i, -0.6, /, i, i, i, i, i, i, 31
- O=C(NNC(=O)c1ccccc1-n1cccc1)c1ccc(Cl)c(Cl)c1
    i, i, -0.6, i, i, i, i, i, i, i, 21
- O=C(Nc1cccc(F)c1)c1ccc(-c2ccccc2Cl)o1
    i, i, 2.7, i, i, i, i, i, i, i, -45
- O=C(COC(=O)C1CCC(=O)N1)Nc1ccc(Oc2ccccc2)cc1 (stereo unspecified)
    i, i, -0.5, i, i, i, i, i, i, i, -5
- O=C(NCc1ccco1)/C(=C/C=C/c1ccccc1)NC(=O)c1ccco1
    i, i, -0.3, i, i, i, i, i, i, i, 19
